# Bioassay records as filed in PubChem BioAssay.
# PGC1a acetyl inh – inhibitors of PGC1a acetylation signal, primary screen, cell-based, U2OS, AlphaScreen, inhibitor mode; AlphaScreen anti-acetyl-lysine; with virally co-expressed GCN5 acetyltransferase; inhibition, % at 15.6 µM; actives 0.17% (n = 350,000);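 active = every replicate shows inhibition of at least 40%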;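 also: 0% = neutral control wells and 100% = positive control wells; some results beyond the cut were filed as inactive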
# CASP6 VEID inh – human caspase-6 inhibitors, primary screen, biochemical, VEID-R110 fluorescence, single point, set 2; P55212; purified caspase-6, Z-VEID-R110 cleavage fluorescence; inhibition, % at 12.5 µM; actives 0.53% (n = 350,000);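 active = mean inhibition across replicates at least about 35%, with every replicate also reaching that limit, limit read from the data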;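 also: 0% = median of neutral control wells and 100% = no fluorescence left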
# Target sequence (P55212 24-179 limits assumed): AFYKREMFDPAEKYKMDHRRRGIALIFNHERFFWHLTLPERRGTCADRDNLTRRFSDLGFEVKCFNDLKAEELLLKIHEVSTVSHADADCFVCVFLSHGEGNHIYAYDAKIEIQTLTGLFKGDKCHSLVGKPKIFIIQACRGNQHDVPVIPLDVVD
# Target sequence (P55212 194-293 limits assumed): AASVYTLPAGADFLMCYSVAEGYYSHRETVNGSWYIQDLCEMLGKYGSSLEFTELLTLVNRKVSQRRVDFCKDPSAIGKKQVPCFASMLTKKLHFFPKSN
# EWS-Fli block – EWS/Fli-driven NR0B1 reporter inhibitors, primary screen, A673 cells, NR0B1 luciferase, luminescence, MLPCN library. viability-normalised. inhibition, % at 12.6 µM. actives 0.67% (n = 350,000). AID 651661, 2012;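 active = mean inhibition of at least 50% after viability correction, with every replicate also passing that limit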;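 also: firefly luciferase signal divided by Alamar Blue viability fluorescence both relative to DMSO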
# Cneo AK release – Cryptococcus neoformans cell lysis inducers, primary screen, AK release luminescence, single concentration; C. neoformans lysis, adenylate kinase release luminescence, 4 h; normalised: neutral wells 0, clomiphene wells 100; lysis activity, % at 15 µM; actives 0.2% (n = 360,000);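 active = mean lysis activity across replicates of at least 80%, whatever share of replicates individually reach that level; inactive = mean lysis activity below 80%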
#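 Material: C. neoformans cells | Amount: Yeast cell density of 5 × 10^6 cells/mL | Medium: Fresh YPD growth medium | Dosing: Single dose | Times: Static 4 h at 37 °C with compound, 1 h detection | Detection: AK luminescence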
# LGR2 antag – inhibitors of bursicon-induced LGR2 CRE-luciferase signal, primary screen, cell-based, HEK293, CRE-luciferase reporter, bursicon stimulation; actives 0.35% (n = 380,000); bursicon-stimulated, 4 h; inhibition, % at 9.99 µM; Drosophila bursicon receptor LGR2 (rickets);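 active = drop in luminescence signal, shown as inhibition above about 50% in the replicate tests, limit read from the data, passing the limit was not always enough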;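 also: agonist challenge used bursicon conditioned medium at about half maximal strength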
# miR122 inh – miR-122 Renilla sensor signal increase in Huh7, primary screen, miR-122 inhibitor project, cell-based, single point, plate reader. Huh7 miR-122 Renilla luciferase sensor, 48 h; neutral wells = 0, positive control = 100. activation (reporter increase), % at 12.5 µM. actives 0.3% (n = 340,000). AID 602342, 2012;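 active = mean replicate activation score at least 90 and every replicate individually at or above 90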;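 also: higher luciferase means less miR-122 activity so hits act as miR-122 inhibitors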
# PAX8 reporter – inhibitors of PAX8-driven TPO luciferase reporter, primary screen, RMG-I cells, single concentration. SteadyGlo, 24 h. inhibition, % at 12.6 µM. actives 1.2% (n = 360,000);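 active = mean replicate inhibition at least 60% with every replicate also reaching 60%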;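 also: luciferase light reporting Pax8 driven TPO promoter activity; plate controls were median of neutral control wells for no effect and mitoxantrone controls for full effect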
# FN deposition inh – inhibitors of fibronectin matrix deposition, primary screen, AH1F cells, Alexa488-fibronectin fluorescence, plate reader; AH1F fibroblasts, overnight; actives 0.086% (n = 350,000); inhibition, % at 12.6 µM;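 active = mean inhibition across replicates of 30% or more, regardless of how many single replicates reach that level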;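 also: positive control wells lacked labelled fibronectin entirely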
#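 Material: AH1F fibroblasts assembling fluorescent fibronectin matrix; amount: 10000 AH1F cells/well; medium: DMEM, 2% serum; reagent: Alexa488-fibronectin, 24 nM final in well; dosing: single compound dose, delivered by pin transfer; incubation: 1 h adhesion, overnight exposure; detection: fluorescence after three HBSS washes, excitation 485 nm, emission 525 nm; measure: fibronectin deposition inhibition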
# * hit, by the source's call; . = not tested or not shown; [ ] = remark or other dose. This is a random part of the collection; about 2.5% have a hit in one of these screens.
SMILES,PGC1a acetyl inh,CASP6 VEID inh,EWS-Fli block,Cneo AK release,LGR2 antag,miR122 inh,PAX8 reporter,FN deposition inh
COc1ccc(C2C3C=CCC(c4cccc(-c5ccc(C)cc5)c4)C3C(=O)N2Cc2ccccc2)cc1Cl (stereo unspecified),.,1,-2,3,-9,.,19,-10
Cc1ccc(CCN2CC(C(=O)NCc3ccc4c(c3)OCO4)CC2=O)cc1 (stereo unspecified),5,0,0,1,-5,2,3,8
CCCc1nc2c(=O)n(C)c(=O)nc-2n(C)n1,75*,96*,45,-12,102*,-22,104*,5
N#CCCn1cc(C(=O)N2CCCCC2)c(-c2ccc([N+](=O)[O-])cc2)n1,.,-3,3,-2,0,5,13,7
COc1ccc(Nc2ncnc3ccccc23)c(OC)c1,.,.,.,-3,.,-3,-16,-6
Cc1ccc(NC(=O)C2(C)CCCN2C)cc1C (stereo unspecified),-3,-3,0,1,-23,-4,-26,9
O=C(N[C@H]1C=C[C@@H](CC(=O)N2CCCCC2)O[C@H]1CO)c1ccccn1,0,-1,-1,-6,-9,.,-10,.
CCc1cc(C(=O)Nc2cc(S(=O)(=O)N(C)C)ccc2C)sc1C,-7,2,4,.,-3,3,24,7
CC(Oc1ccc2c3c(c(=O)oc2c1)CCCC3)C(=O)NCCN1CCOCC1 (stereo unspecified),.,-6,.,-1,1,-7,-1,7
CCCc1nnc(NC(=O)c2nc(S(=O)(=O)Cc3ccc(C)cc3)ncc2Cl)s1,.,22,.,0,-15,-1,21,16
Cc1cc(-c2ccc(Cl)cc2)c2cnn(C(C)C)c2n1,.,1,-23,-1,-14,.,3,8
Cc1ccc(C(=O)O/N=C(\N)c2ccccn2)cc1,-6,.,52*,-10,101*,4,105*,-6
Cc1ccc(C2CC(=O)c3cnc(N4CCc5ccccc5C4)nc3C2)cc1 (stereo unspecified),11,.,.,-4,.,1,.,-7
Cn1c(CN2CCCC2)c(C#N)c2ccccc21,.,-4,-3,.,.,.,-5,0
NS(=O)(=O)c1ccc(NC(=O)CN2CCc3ccccc3C2)cc1,10,4,2,0,-12,-5,0,8
O=Cc1ccc(-n2nncc2-c2ccc([N+](=O)[O-])cc2)cc1,7,2,2,5,-7,-3,-15,-7
C[C@@H]1CN([C@H](C)CO)C(=O)Cc2cc(NS(=O)(=O)c3cccs3)ccc2O[C@@H]1CN(C)Cc1ccc(Oc2ccccc2)cc1,-10,4,11,-1,-2,-17[16.7 µM],5,.
C[C@H]1CN([C@@H](C)CO)C(=O)c2cccc(NC(=O)c3cnccn3)c2O[C@@H]1CN(C)CC1CCCCC1,-11,2,-3,-8,1,27[16.7 µM],-20,.
C/C=C/c1ccc2c(c1)O[C@H](CN(C)Cc1cccnc1)[C@@H](C)CN([C@H](C)CO)S2(=O)=O,0,0,8,-2,8,30[16.7 µM],.,.
CC1CCCC(NC(=O)CCC(=O)c2ccc(F)cc2)C1C (stereo unspecified),5,-3,-7,.,-25,6,-3,-4
C[C@H]1CN([C@@H](C)CO)C(=O)c2cc(NS(=O)(=O)c3cccs3)ccc2O[C@@H]1CN(C)C(=O)Nc1ccc(C(F)(F)F)cc1,-4,1,-7,-3,-21,-3[16.7 µM],.,5
Cc1ccc(NC(=O)c2ccncc2)cc1S(=O)(=O)N(C)C,.,3,8,-3,4,-1,-11,5
O=c1[nH]c(CN2CCN(c3ccccc3Cl)CC2)nc2ccsc12,-10,.,.,-1,.,1,36,-1
O=C1CC(C(=O)O)NC(=S)N1 (stereo unspecified),-4,-5,2,1,-2,0,6,.
CC(C)c1ccc(CNc2ncc(Br)cn2)cc1,2,-7,-102,-1,-130,2,-95,7

# More entries.
SMILES,PGC1a acetyl inh,CASP6 VEID inh,EWS-Fli block,Cneo AK release,LGR2 antag,miR122 inh,PAX8 reporter,FN deposition inh
COc1ccc(CCC(=O)OCC(=O)N(C)c2c(N)n(Cc3ccccc3)c(=O)[nH]c2=O)cc1,-1,1,2,1,-7,-4,-3,5
CCc1ccccc1N(C(=O)CNC(=O)c1ccco1)C(C(=O)NC1CCCC1)c1cccnc1 (stereo unspecified),.,-2,-5,-1,10,.,-11,4
Cc1cc(C)n(-c2nc3sc4c(c3c3nnc(SC(C)C)n23)CC(C)(C)OC4)n1,-4,.,.,-4,.,9,9,3
O=C(CCc1ccccc1)NC1(Cc2ccccc2)CCN(CCc2cccs2)C1=O (stereo unspecified),.,3,-11,-1,-33,.,28,-2
COc1ccc(C#Cc2ccc([C@H]3[C@@H](CO)N4CCCCN(C(=O)Nc5cccc(F)c5)C[C@H]34)cc2)cc1,-39,.,29,26,-32,-24[16.7 µM],76*,.
O=C(NCCOc1ccccc1Cl)c1ncn[nH]1,.,0,3,.,-17,.,7,-3
CCN(C(=O)CSc1ccc2ccccc2n1)C1CCS(=O)(=O)C1 (stereo unspecified),-1,-4,3,.,10,.,-1,-13
O=C(c1ccc(Br)cc1)c1coc2ccc(O)cc12,10,-1,-52,.,-15,.,-136,-1
CN(C)C(=O)N1CCC(C(=O)N2CCCC(C(=O)c3ccc(C(C)(C)C)cc3)C2)CC1 (stereo unspecified),.,1,2,.,13,.,14,0
CC(C)(C)OC(=O)CC(S(=O)(=O)c1ccccc1)S(=O)(=O)c1ccccc1,6,-1,-5,-5,12,-8,86*,9
C[C@@H]1CN([C@H](C)CO)C(=O)c2c(c3ccccc3n2C)-c2ccccc2CO[C@@H]1CN(C)Cc1cccc(C(F)(F)F)c1,-32,0,22,.,7,.,10,-13
CCOC(=O)c1c(N)sc(C(=O)Nc2ccccc2F)c1C,10,-1,-50,-8,-77,10,-100,5
CCOc1ccc(C(C)=O)cc1Cn1nc(C(=O)O)c2ccccc2c1=O,10,.,.,-1,.,-10,.,7
CC(=O)N(Cc1cc2ccccc2[nH]c1=O)c1ccc(C)cc1,.,3,1,1,7,-6,5,0
CN(C)c1cc(-c2ccc(Cl)cc2)oc(=O)c1Cl,.,-2,-3,.,2,.,13,-3
CCN(CC(=O)Nc1c(F)cccc1F)C(=O)Cn1[nH]c(=O)c2ccccc2c1=O,.,-2,-1,0,-16,.,9,3
CCOc1ccc(-c2nc(CN(Cc3ccccc3)C[C@@H]3CCC(=O)N3)c(C)o2)cc1,-3,.,11,.,3,.,0,0
Cc1nn(C(C)C(=O)NCc2ccco2)c(C)c1[N+](=O)[O-] (stereo unspecified),.,3,-8,.,-10,2,-2,1
C[C@H](NC(=O)N(C)C[C@@H]1OCc2ccccc2-c2ccccc2C(=O)N([C@H](C)CO)C[C@@H]1C)c1ccccc1,-5,-1,-2,1,3,.,-16,1
COc1ccccc1CNC(=O)C[C@@H]1C=C[C@@H](NC(C)=O)[C@H](CO)O1,-2,6,-8,0,22,.,-5,14
COCc1c(C(=O)OCC(=O)NCCc2ccc(S(N)(=O)=O)cc2)oc2ccccc12,1,1,-2,-1,2,-2,7,0
COC(=O)C[C@H]1CC[C@H]2[C@H](COc3ccc(NC(=O)Nc4c(C)noc4C)cc3C(=O)N2C)O1,1,-2,-5,-3,2,18[16.7 µM],-32,-6
CC1CCN(C(=O)/C(=C\c2cccs2)NC(=O)c2ccccc2)CC1,.,-1,-15,.,44,.,6,11
OCCNc1nc(Nc2ccccc2OC(F)(F)F)nc(N2CCCC2)n1,.,1,-3,1,-6,.,-2,6
CCCCCCCCN1C(=O)[C@H](CC(=O)NCCc2ccccc2OC)C[C@@]2(C(=O)OCC)CCCC=C12,.,-2,3,.,13,.,9,14

# Next compounds
SMILES,PGC1a acetyl inh,CASP6 VEID inh,EWS-Fli block,Cneo AK release,LGR2 antag,miR122 inh,PAX8 reporter,FN deposition inh
N#C[C@H]1[C@@H](c2ccc(-c3cccc(F)c3)cc2)[C@@H](CO)N1S(=O)(=O)c1cccc(F)c1,-12,-1,17,-1,11,.,28,8
COc1ccc(Cl)cc1NC(=S)NNC(=O)CC(C)C,.,.,-1,.,5,.,-4,2
Cc1cc(C)cc(OCC(O)CN2CC(C)OC(C)C2)c1 (stereo unspecified),-28,-3,8,1,-8,12,26,2
COC(=O)CCC(=O)Nc1c(C)n(C)n(-c2ccccc2)c1=O,.,-2,-2,.,20,.,-3,4
CN1C(=O)c2cc(NS(=O)(=O)c3ccc(Cl)cc3)ccc2OC[C@H]2O[C@H](CC(=O)O)CC[C@H]21,1,-2,-1,0,0,14[16.7 µM],-5,8
C[C@H](CO)N1C[C@H](C)[C@H](CN(C)C(=O)Nc2ccc(C(F)(F)F)cc2)Oc2ccc(NC(=O)Nc3cccc4ccccc34)cc2C1=O,0,-5,-6,-10,12,-15[16.7 µM],.,.
C[C@@H]1CCCCO[C@@H](CN(C)Cc2ccc(Cl)c(Cl)c2)[C@@H](C)CN([C@H](C)CO)C(=O)c2cc(NC(=O)Cc3ccccc3)ccc2O1,.,-1,-1,-1,13,8[16.7 µM],52,.
CC1(C(=O)Nc2ccc3nc[nH]c3c2)CCN1C(=O)CCc1ccccc1 (stereo unspecified),.,-2,-15,0,2,0,-14,-4
CN(C(=O)NC1CC(=O)N(c2ccc3c(c2)OCCO3)C1)c1ccccc1 (stereo unspecified),2,-2,-6,-2,-5,-3,4,1
O=C(c1ccc(-n2cncn2)c([N+](=O)[O-])c1)N1CCN(S(=O)(=O)c2ccccc2Br)CC1,.,-1,0,-1,-9,.,-3,5
COc1ccc(NC(=O)c2ccc(-c3nn(C)c(=O)c4ccccc34)cc2)cc1C(N)=O,0,-1,-6,0,-8,-25,2,3
COc1cccc(CN(C)C(=O)C23CC4CC(CC(NC(C)=O)(C4)C2)C3)c1OC,.,2,.,13,0,.,4,-2
COC(=O)C1C(=O)C(C(=O)c2ccccc2)C(=O)CC1(C)C (stereo unspecified),7,-1,9,2,0,-2,-22,-3
Cc1ccc(CC(=O)Nc2cc(C)on2)cc1,-6,1,.,0,1,.,.,.
NNC(=S)Nc1ccc(S(=O)(=O)N2CCCCC2)cc1,.,0,0,.,-18,.,10,3
C[C@H]1CN([C@@H](C)CO)C(=O)c2cc(C#Cc3ccccc3)cnc2O[C@@H]1CN(C)C(=O)CN(C)C,6,-2,1,-1,-13,-4[16.7 µM],.,13

# A different layout for 3 compounds above:
# The line under a structure holds: PGC1a acetyl inh | CASP6 VEID inh | EWS-Fli block | Cneo AK release | LGR2 antag | miR122 inh | PAX8 reporter | FN deposition inh
- Cc1cc(-c2ccc(Cl)cc2)c2cnn(C(C)C)c2n1
 : . | 1 | -23 | -1 | -14 | . | 3 | 8
- CCN(CC(=O)Nc1c(F)cccc1F)C(=O)Cn1[nH]c(=O)c2ccccc2c1=O
 : . | -2 | -1 | 0 | -16 | . | 9 | 3
- COC(=O)CCC(=O)Nc1c(C)n(C)n(-c2ccccc2)c1=O
 : . | -2 | -2 | . | 20 | . | -3 | 4

# Filtered by structure, the compounds so far with a cyano group (3)
SMILES,PGC1a acetyl inh,CASP6 VEID inh,EWS-Fli block,Cneo AK release,LGR2 antag,miR122 inh,PAX8 reporter,FN deposition inh
N#CCCn1cc(C(=O)N2CCCCC2)c(-c2ccc([N+](=O)[O-])cc2)n1,.,-3,3,-2,0,5,13,7
Cn1c(CN2CCCC2)c(C#N)c2ccccc21,.,-4,-3,.,.,.,-5,0
N#C[C@H]1[C@@H](c2ccc(-c3cccc(F)c3)cc2)[C@@H](CO)N1S(=O)(=O)c1cccc(F)c1,-12,-1,17,-1,11,.,28,8
